Gli-Sufu block: antagonists of Gli-Sufu signaling. hit rate 0.74% among 340,000. AID 588413. inhibition, % at 5 µM. Sufu-KO-LIGHT fibroblasts, Gli luciferase reporter luminescence;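 active = inhibition above about 55%, limit read from the data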;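 also: 0% = DMSO-treated cells and 100% = wells with medium but no cells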
EBI2 block: antagonists of human EBI2 receptor; P32249; EBI2 beta-arrestin recruitment, luminescence, 7a,25-OHC stimulated; inhibition, % at 5 µM; hit rate 0.81% among 360,000; in the data active = inhibition above about 38%;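 also: enzyme fragment complementation signal reports receptor beta-arrestin coupling in cells; 0% = agonist plus DMSO wells and 100% = wells without agonist; some results beyond the cut were filed as inactive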
CCR6 antagonist: CCR6 (human) receptor antagonism; CHO-K1 CCR6 PathHunter beta-arrestin, luminescence, CCL20-stimulated; hit rate 0.49% among 340,000; inhibition, % at 20 µM; P51684;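 active = compounds whose inhibition of the agonist-driven luminescence signal at 20 µM reaches about 50%, limit read from the data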;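 also: cells stimulated with CCL20 at 14 nM final; plate controls were DMSO with CCL20 for no effect and DMSO without agonist for full effect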
APJ antagonist: antagonists of human APJ apelin receptor; inhibition, % at 20 µM; hit rate 0.32% among 330,000; AID 2521; CHO-K1 APJ beta-arrestin complementation, luminescence; P35414;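 active = inhibition above about 40% at 20 µM, limit read from the data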;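 also: cells challenged with 10 nM apelin-13 agonist together with compound; plate controls were apelin-13 plus DMSO wells for no effect and DMSO wells lacking apelin-13 for full effect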
Target sequence (P35414 whole entry, looked up): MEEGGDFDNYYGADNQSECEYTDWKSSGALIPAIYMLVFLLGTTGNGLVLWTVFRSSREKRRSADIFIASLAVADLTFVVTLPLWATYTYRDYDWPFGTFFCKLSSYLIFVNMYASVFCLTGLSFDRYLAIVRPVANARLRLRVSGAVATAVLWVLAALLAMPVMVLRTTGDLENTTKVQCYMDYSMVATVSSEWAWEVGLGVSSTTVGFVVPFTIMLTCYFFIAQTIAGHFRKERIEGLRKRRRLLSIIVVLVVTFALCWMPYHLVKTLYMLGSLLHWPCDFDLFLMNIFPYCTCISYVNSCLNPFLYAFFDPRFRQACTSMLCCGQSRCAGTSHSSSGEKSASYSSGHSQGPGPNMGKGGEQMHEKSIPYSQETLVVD
Jurkat NFkB inh: inhibitors of the PMA/ionomycin-induced NF-kB reporter in Jurkat cells; hit rate 0.53% among 330,000; AID 435003; inhibition, % at 4 µM; PMA/ionomycin-induced NF-kB luciferase reporter, luminescence; in the data active = inhibition above about 50%
697 NFkB inh: inhibitors of the PMA/ionomycin-induced NF-kB reporter in 697 B cells; 697 B-cell NF-kB luciferase reporter, 16 h; inhibition, % at 4 µM; hit rate 0.33% among 330,000; in the data active = inhibition above about 35%
UBC13 polyUb: inhibitors of human UBC13 polyubiquitin chain formation; inhibition, % at 20 µM; P61088; TR-FRET; hit rate 0.47% among 330,000; in the data active = inhibition above about 45%, passing the limit was not always enough
Target sequence (P61088 whole entry, looked up): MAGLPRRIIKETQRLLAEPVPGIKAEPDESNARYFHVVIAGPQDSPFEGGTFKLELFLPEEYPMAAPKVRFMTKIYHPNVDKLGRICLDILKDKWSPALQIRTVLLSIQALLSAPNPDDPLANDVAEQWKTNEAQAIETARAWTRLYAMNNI
CXCR6 block: inhibitors of human CXCR6 receptor; hit rate 0.36% among 360,000; inhibition, % at 20 µM; CHO-K1 PathHunter CXCR6 beta-arrestin, luminescence; O00574; AID 602244; in the data active = inhibition above about 34%, passing the limit was not always enough;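 also: antagonist mode with CXCL16 agonist at 10 nM final; 0% = 10 nM CXCL16 with DMSO and 100% = unstimulated wells without agonist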
Target sequence (O00574 whole entry, looked up): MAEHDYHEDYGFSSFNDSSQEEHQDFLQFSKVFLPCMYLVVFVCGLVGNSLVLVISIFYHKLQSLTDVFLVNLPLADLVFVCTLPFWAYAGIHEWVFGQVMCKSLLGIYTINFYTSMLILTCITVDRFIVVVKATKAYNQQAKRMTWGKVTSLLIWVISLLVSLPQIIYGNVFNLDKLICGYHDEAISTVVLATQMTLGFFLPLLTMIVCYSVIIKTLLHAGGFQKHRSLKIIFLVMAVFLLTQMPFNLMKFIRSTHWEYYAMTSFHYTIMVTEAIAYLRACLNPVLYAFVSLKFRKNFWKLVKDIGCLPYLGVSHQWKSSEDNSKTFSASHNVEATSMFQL
* = called active by the depositor; x = no result given.

| Structure | Gli-Sufu block | EBI2 block | CCR6 antagonist | APJ antagonist | Jurkat NFkB inh | 697 NFkB inh | UBC13 polyUb | CXCR6 block |
| --- | --- | --- | --- | --- | --- | --- | --- | --- |
| COc1ccc(NC(=O)O/N=C/c2ccc(Br)cc2)cc1 | 23 | 17 | 22 | -19 | -38 | -1 | -8 | 11 |
| CSCC[C@H](NC(=O)[C@H](Cc1ccccc1)n1c(=O)[nH]c2ccccc2c1=O)C(=O)N[C@@H](Cc1ccccc1)C(=O)O | 5 | 4 | 1 | -35 | -20 | -41 | -19 | 1 |
| CCN(CC)c1ccc(NC(=O)c2cnn(CC)c2)cc1 | 2 | 10 | -3 | 9 | -12 | -3 | -8 | -4 |
| C/C(=N\Nc1ccc(C#N)cc1[N+](=O)[O-])c1ccc(O)cc1 | 6 | 14 | 13 | -6 | 14 | 25 | -45 | -14 |
| C/C(=N\NC(=O)CNC(=O)c1ccc(Br)cc1)c1ccco1 | -8 | 1 | 14 | 18 | -1 | -17 | -6 | -5 |
| COc1cccc(C(=O)Nc2ccc(NC(=O)C(C)(C)C)cn2)c1 | -66 | 3 | 8 | 12 | -95 | -144 | 0 | 1 |
| COc1cccc(-n2nnc3c(=O)n(CC(=O)Nc4cc(C)on4)cnc32)c1 | 8 | -21 | 6 | 5 | -1 | 17 | 5 | 5 |
| Nc1[nH][nH]c(=O)c1N=Nc1ccccc1 | 0 | 8 | 4 | x | x | x | x | 8 |
| O=C(O)C1CCC(C(=O)O)SS1 (stereo not drawn) | 1 | -3 | 1 | x | x | x | x | 6 |
| COc1cccc(CN2CC(C(=O)N3CCOCC3)CCC2=O)c1 (stereo not drawn) | x | 1 | 4 | 4 | -9 | -11 | 6 | 2 |
| COc1cc(/C=C/C(=O)OCC(=O)NC(=O)NC(C)C)cc(S(=O)(=O)N2CCc3ccccc32)c1OC | 37 | 0 | -1 | -3 | 4 | 22 | -11 | 3 |
| CCOc1ccc(S(=O)(=O)NC2=NCCCCC2)cc1 | x | -9 | 1 | 9 | -2 | 12 | 16 | -3 |
| COC(=O)C1CCN(C(=O)CSc2nnc(-c3ccccc3)o2)CC1 | -5 | -4 | 7 | 10 | 13 | 13 | 2 | 8 |
| O=C(COC(=O)COc1cccc(Br)c1)Nc1c(Cl)cccc1Cl | 18 | 0 | 1 | -1 | 3 | 1 | 2 | 4 |
| COc1cccc(NC(=O)C2C3C=CC(O3)C2C(=O)NCc2cccnc2)c1 (stereo not drawn) | -5 | 3 | -8 | 3 | 14 | 6 | 5 | -5 |
| CCOc1ccc(N(CC(=O)NCCc2ccccc2)S(=O)(=O)c2ccccc2)cc1 | -12 | 7 | 21 | 6 | -2 | -9 | 6 | -4 |
| Nn1c(SCC(=O)Nc2ccc3c(c2)OCCO3)nnc1-c1cccnc1 | -7 | -6 | 0 | -19 | -3 | -13 | 0 | 2 |
| CCCC(=O)N1CC(=O)Nc2ccc(F)cc2C1c1ccccc1 (stereo not drawn) | -7 | 0 | -3 | -11 | 13 | 3 | -1 | 11 |
| CC(C)Cn1cnc2c(SCc3ccc(Cl)cc3)nc(N)nc21 | 0 | 9 | 19 | x | x | x | x | 1 |
| CC(C)(C)NC(=O)CC(c1ccccc1)c1ccccc1O (stereo not drawn) | 0 | -3 | 2 | -3 | 1 | -4 | -16 | 0 |
| COc1ccc(OC)c(NC(=O)c2ccc(S(=O)(=O)N3CCOCC3)cc2)c1 | -16 | -6 | 9 | 6 | -12 | 18 | 2 | -2 |
| Cc1ccccc1CSc1nc2c(c(=O)[nH]1)CCCC2 | x | x | x | 22 | 0 | 11 | 4 | x |
| Cc1nn(CC(=O)NCCc2ccco2)c(=O)c2nn(-c3ccccc3)c(C)c12 | -3 | -21 | 1 | -9 | 2 | -1 | 3 | 8 |
| CCOC(=O)c1cc(C)sc1NC(=O)C1CCC1 | -9 | -11 | 11 | 2 | -9 | 13 | -9 | 9 |
| COc1ccc2c(c1)c(C(C)=O)c(C)n2CCc1ccccc1 | 4 | 2 | 20 | 17 | -8 | -18 | 9 | -9 |
| COc1ccc(-c2cc(C(=O)Nc3c(C)n(C)n(-c4ccccc4)c3=O)no2)cc1OC | 5 | -20 | 2 | -12 | 9 | 22 | 22 | 3 |
| Clc1ccc(-c2ccccc2)nn1 | -9 | 3 | 3 | 10 | 8 | 20 | 6 | -1 |
| CC(=O)C[C@H](O)CC(=O)[C@H]1OC(=O)[C@H](C)CCCCc2ccccc21 | 31 | -9 | 11 | -2 | -12 | -5 | -2 | 1 |
| CC(O)c1nc2ccccc2n1C1CCCCC1 (stereo not drawn) | -21 | -3 | 0 | 11 | -14 | -9 | 5 | -10 |
| COc1ccc(C(=O)/C=C/c2ccccc2)c(O)c1 | -26 | 34 | 0 | 20 | -24 | -14 | 10 | -4 |
| Cc1cc(OCCCCN2C(=O)NC(C)(C)C2=O)ccc1[N+](=O)[O-] | 12 | -5 | 4 | 2 | -2 | 4 | 5 | -10 |
| COC(=O)c1sc(N2C(=O)C(O)=C(C(=O)c3ccc(C)o3)C2c2ccc(OC)c(OC)c2)nc1C (stereo not drawn) | -5 | 10 | -5 | 1 | -2 | 4 | -18 | 16 |
| Cc1nnc2n(Cc3ccccc3)c(=O)c3c4c(sc3n12)COC(C)(C)C4 | 2 | 6 | -2 | 0 | -7 | -26 | -5 | 3 |
| CC(=O)c1cccc(N(CC(=O)Nc2ccc(F)cc2)S(C)(=O)=O)c1 | -8 | -6 | 2 | 3 | -20 | -24 | -4 | -7 |
| CCCCS(=O)(=O)N1CCC(C(=O)Oc2ccc(Cl)cc2)CC1 | 1 | 2 | 10 | -16 | -7 | 17 | -2 | -2 |
| CC1Oc2ccccc2OC1C(=O)Nc1ccccn1 (stereo not drawn) | 8 | -6 | 3 | -33 | -10 | -6 | 0 | 4 |
| CCOC(=O)Cn1c(=O)c2c(nc3n2CCCN3Cc2ccccc2)n(C)c1=O | 8 | -9 | 2 | 17 | 13 | 5 | 8 | -3 |
| CNc1ccc(Br)cc(C(=O)/C=C/c2cccc(OC)c2)c1=O | 3 | 11 | 17 | -5 | 2 | -14 | -13 | 4 |
| CCn1ccnc1CN(C)C(=O)CCc1nnc(CCCc2ccccc2)o1 | -20 | -2 | -6 | 4 | -8 | -1 | 6 | -3 |
| CCn1nnc(-c2ccccc2NC(=O)c2cc(OC)cc(OC)c2)n1 | 2 | -4 | 0 | 13 | -1 | 15 | -1 | 1 |

Other entries follow:
Values run as follows: Gli-Sufu block	EBI2 block	CCR6 antagonist	APJ antagonist	Jurkat NFkB inh	697 NFkB inh	UBC13 polyUb	CXCR6 block
> CCOc1ccc(NC(=O)c2[nH]c(C)c(C(C)=O)c2C)cc1
 : 26	1	5	0	-30	-27	8	0
> COc1ccc(N(CC(=O)NC2CCCCC2)S(=O)(=O)c2cccs2)cc1
 : 4	-11	-2	-7	-7	6	4	4
> CC1(C)Cc2c(C#N)c(SCCC#N)nc(N3CCOCC3)c2CO1
 : 4	10	6	-1	-7	-5	3	0
> O=C(O)c1cccc(-c2ccc(/C=C3/SC(=Nc4ccccc4)N(Cc4cccnc4)C3=O)o2)c1
 : -12	-10	17	2	-37	-112	-13	-1
> Cc1ccc2c(c1)cc1c(=O)n(CC(=O)NCCN3CCCC3)nc(C)n12
 : 12	-5	19	19	-27	-40	-26	-12
> Cc1cccc(OCCCC(=O)NCC(=O)Nc2cccc(C)c2C)c1
 : -9	-3	4	-2	-10	9	8	0
> COCc1cc(C)n(CC(=O)Nc2ccc(N3CCOCC3)cc2)c(=O)c1C#N
 : -6	-6	7	-26	21	-11	-7	0
> CCOC(=O)CCCC(=O)N1CCOCCOCCN(C(=O)CCCC(=O)OCC)CCOCCOCC1
 : -3	0	2	-1	4	12	1	-20
> CCOC(=O)NC1(C(F)(F)F)NC(=O)N(Cc2ccco2)C1=O (stereo not drawn)
 : 2	-11	2	10	-3	-1	2	-1
> Cc1cc(S(=O)(=O)N2CCOCC2)ccc1OCC(=O)Nc1ccccc1F
 : -6	-1	0	4	11	15	4	2
> CS(=O)(=O)N1CCN(C(=O)c2c(F)cccc2F)CC1
 : 3	-8	12	-1	-4	-4	-17	-4
> COc1ccc(NC2CCCN(C(=O)CCn3cccn3)C2)cc1 (stereo not drawn)
 : 5	-7	7	8	10	-16	-3	6
> CCCCn1c(=O)[nH]c(=O)c2c1nc(CN(C)Cc1cccc(OC)c1OC)n2CCC
 : 63*	-5	15	x	x	x	x	-5
> CCOc1ccc(Nc2n[nH]c(=S)s2)cc1
 : -38	-5	9	-32	-70	-129	-8	-12
> CCN(CC)C(=O)C1CCCN(c2ccc([N+](=O)[O-])cc2/C=N/NC(=O)c2ccccc2)C1 (stereo not drawn)
 : 5	17	28	6	8	10	-19	2
> Cc1ccc(N2C(=O)SC(N(CC(=O)O)c3cccc(C)c3)C2=O)cc1 (stereo not drawn)
 : -8	11	17	1	-20	-16	0	4
> CCOC(=O)C1=C(COC(=O)c2ccc(Cl)nc2)NC(=O)NC1C (stereo not drawn)
 : -2	-11	9	x	x	x	x	3
> COc1cc(/C=N/NC(=O)C(N)=O)cc(OC)c1O
 : -17	-6	12	-14	1	2	-21	-2
> Nc1nnc(SCC(=O)NCc2ccc3c(c2)OCO3)s1
 : -7	7	2	1	3	17	-1	-4
> COC(=O)c1cccc(NC(=S)N2CCN(c3ccccc3F)CC2)c1
 : 5	-10	5	-2	-3	16	5	6
> CCC(C)N(C(=O)Cn1nnc2ccccc21)C(C(=O)NCc1ccco1)c1cccc(OC)c1 (stereo not drawn)
 : 5	-1	1	-1	-19	9	0	-3

Ordered by length of the SMILES (low to high): 9 of the compounds above
Values run as follows: Gli-Sufu block	EBI2 block	CCR6 antagonist	APJ antagonist	Jurkat NFkB inh	697 NFkB inh	UBC13 polyUb	CXCR6 block
> Clc1ccc(-c2ccccc2)nn1
 : -9	3	3	10	8	20	6	-1
> CCN(CC)c1ccc(NC(=O)c2cnn(CC)c2)cc1
 : 2	10	-3	9	-12	-3	-8	-4
> COc1ccc(NC(=O)O/N=C/c2ccc(Br)cc2)cc1
 : 23	17	22	-19	-38	-1	-8	11
> CS(=O)(=O)N1CCN(C(=O)c2c(F)cccc2F)CC1
 : 3	-8	12	-1	-4	-4	-17	-4
> CC(C)Cn1cnc2c(SCc3ccc(Cl)cc3)nc(N)nc21
 : 0	9	19	x	x	x	x	1
> O=C(COC(=O)COc1cccc(Br)c1)Nc1c(Cl)cccc1Cl
 : 18	0	1	-1	3	1	2	4
> CC(=O)c1cccc(N(CC(=O)Nc2ccc(F)cc2)S(C)(=O)=O)c1
 : -8	-6	2	3	-20	-24	-4	-7
> CCOc1ccc(N(CC(=O)NCCc2ccccc2)S(=O)(=O)c2ccccc2)cc1
 : -12	7	21	6	-2	-9	6	-4
> CCN(CC)C(=O)C1CCCN(c2ccc([N+](=O)[O-])cc2/C=N/NC(=O)c2ccccc2)C1 (stereo not drawn)
 : 5	17	28	6	8	10	-19	2
